# MBNL1-CUG inh = inhibitors of human MBNL1 binding to CUG repeat RNA. Q9NR56. TR-FRET MBNL1-His/biotin-(CUG)12 binding, 665/545 ratio. Potency, µM (top dose mostly 57.5 µM), for the others: at the highest dose activity change, negative = inhibition, actives largely listed as inhibitors. hit rate 0.036% among 280,000. AID 2675; active means well fitted inhibition curve with a large enough effect in the signal ratio, with a control signal flat, not every such curve was filed as active; inconclusive means small, poorly fitted or top-dose-only effect, or effect the other way, or a change in a side signal; inactive means no such curve, though single readings can be large or run the other way; the % refers to the signal ratio; further: potency means the concentration at half of the fitted maximal effect; on the % scale 0 is the no-effect control and ±100 the full control effect
# Target sequence (Q9NR56 whole entry, looked up): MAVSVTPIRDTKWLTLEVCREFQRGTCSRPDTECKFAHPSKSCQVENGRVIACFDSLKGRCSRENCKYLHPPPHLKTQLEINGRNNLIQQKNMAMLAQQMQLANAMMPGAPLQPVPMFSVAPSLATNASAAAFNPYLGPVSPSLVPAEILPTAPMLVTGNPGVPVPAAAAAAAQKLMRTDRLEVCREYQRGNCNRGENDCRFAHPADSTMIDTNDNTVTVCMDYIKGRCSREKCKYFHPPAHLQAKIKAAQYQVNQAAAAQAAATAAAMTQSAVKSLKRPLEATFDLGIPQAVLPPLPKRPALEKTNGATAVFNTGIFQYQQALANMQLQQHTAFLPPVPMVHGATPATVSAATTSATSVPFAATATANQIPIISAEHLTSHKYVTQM
#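 TR-FRET between His-tagged MBNL1 and biotin-(CUG)12 RNA, detected with Tb anti-His antibody (0.055 ng/ul) and streptavidin-XL665 (5 nM), 60 min at room temperature. Compounds titrated 92 nM to 58 uM; 665/545 nm ratio normalized to buffer and complex controls.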
# Integrin act MD = activates integrin-mediated alleviation for muscular dystrophy. Potency, µM (series often up to 38.3 µM), without a hit: top-dose activation, hits mostly activators. hit rate 0.064% among 350,000. alpha7betagal myoblasts, beta-gal FDG fluorescence, 48 h;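 further: potency means the concentration at half of the fitted maximal effect; 100% = response of the positive control SU9516; nearly all actives have a fitted effect of over 60% in size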
#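 Alpha7betagal+/- myoblasts (passage 13) were plated 16-24 hr, then exposed to compounds (1:260 dilution of DMSO stock) for 48 hours at 37C. After MPER lysis, β-galactosidase reporter activity was read as FDG fluorescence (ex 480/em 540) after 30 minutes.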
# ASM inhibitor = inhibitors of human secretory acid sphingomyelinase. placental ASM, HMU-PC fluorogenic substrate, 60 min. P17405. hit rate 0.006% among 340,000. AID 504937. Potency, µM (highest dose often 57.5 µM), without a hit: top-dose activity change, negative = inhibition, usual class: inhibitors; further: potency means the concentration at half of the fitted maximal effect
# Target sequence (P17405 47-631 limits assumed): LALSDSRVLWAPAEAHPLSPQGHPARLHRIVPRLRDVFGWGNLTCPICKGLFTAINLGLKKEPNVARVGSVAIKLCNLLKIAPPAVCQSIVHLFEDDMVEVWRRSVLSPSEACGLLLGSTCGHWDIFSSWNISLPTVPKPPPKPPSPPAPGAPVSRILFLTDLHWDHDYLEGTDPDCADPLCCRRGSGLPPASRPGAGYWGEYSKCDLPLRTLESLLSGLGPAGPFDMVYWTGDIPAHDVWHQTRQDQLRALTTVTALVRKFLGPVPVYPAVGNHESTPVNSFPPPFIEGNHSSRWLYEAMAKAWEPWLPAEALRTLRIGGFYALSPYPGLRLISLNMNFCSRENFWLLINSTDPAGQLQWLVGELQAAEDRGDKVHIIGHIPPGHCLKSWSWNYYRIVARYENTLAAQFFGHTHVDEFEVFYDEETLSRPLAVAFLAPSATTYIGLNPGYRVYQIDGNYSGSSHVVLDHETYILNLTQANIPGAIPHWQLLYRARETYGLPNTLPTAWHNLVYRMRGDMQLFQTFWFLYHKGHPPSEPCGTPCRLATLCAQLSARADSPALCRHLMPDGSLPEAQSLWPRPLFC
#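 Human placenta-derived ASM preincubated with compound 10 min at room temperature, then reacted with 9 uM (final) fluorogenic HMU-PC substrate for 60 min at 37 C. Stop solution raises pH to 10; fluorescence read at Ex 386/Em 447 nm.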
# AT treatment = candidate therapy for ataxia-telangiectasia; […] A-T fibroblasts, KAP-1 phosphorylation AlphaLISA; neocarzinostatin DNA damage 30 min before lysis; Potency, µM (doses to about 57.5 µM), for inactives: at the highest dose activation, actives largely listed as activators; hit rate 0.19% among 320,000; further: potency means the concentration at half of the fitted maximal effect; % of control where 0% means no effect; nearly all actives have a fitted effect of over 45% in size
#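 hTERT-immortalized A-T patient fibroblasts ([…]), 500 cells/well in OPTI-MEM, 1% FBS, got compounds for 60 min, then NCS for 30 min at 37C. Lysates were then assayed for phospho-KAP-1 by AlphaLISA (anti-pKAP1 donor, anti-KAP1 acceptor beads), 6 hr at 25C.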
# TRPV1 ag = agonists of human vanilloid receptor 1 (TRPV1) | Q8NER1 | TRPV1-expressing cells, Fluo-8 calcium influx, agonist mode | activation, % at 8.33 µM | hit rate 0.19% among 320,000 | AID 540275; in the data active means activation above about 80%; inconclusive means between about 30% and that limit; further: 0% is about no effect
#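 Cells expressing TRPV1 were dye-loaded with Fluo-8 and read kinetically: 10 s baseline, 3 min after compound (agonist portion), then 2 min after EC20 capsaicin (allosteric enhancer portion). Calcium-bound dye fluorescence at 480/520 nm.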
# Coupling enz = coupling enzyme interference in Giardia aldolase counter-screen. coupling enzyme system counterscreen, AmpLite Red fluorescence. activity change, negative = inhibition, % at 58.2 µM, hits read low. hit rate 0.67% among 290,000. AID 2472; in the data active means activity change below about -30%; further: on the % scale 0 is the no-effect control and ±100 the full control effect
#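 Activity here indicates interference with the coupling reaction, not aldolase inhibition. Compounds at 57.5 uM final met coupling enzymes for 10 min at RT; substrate and AmpLite Red detection followed, with a 525/598 nm fluorescence read after 20 min.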
# MLL CXXC-DNA inh = blocks binding of human MLL CXXC domain to DNA. hit rate 0.037% among 290,000. MLL-CXXC / FITC-HOXA9 DNA fluorescence polarization. Potency, µM (titrated, usually from 115 µM), inactives show top-dose activity change, negative = inhibition, hits mostly inhibitors. AID 2662; active means well fitted inhibition curve with a large enough effect in the polarisation, with a control signal flat, not every such curve was filed as active; inconclusive means small, poorly fitted or top-dose-only effect, or effect the other way, or a change in a side signal; inactive means no such curve, though single readings can be large or run the other way; the % refers to the polarisation; further: potency means the concentration at half of the fitted maximal effect
#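 Steps: dispense CXXC domain solution (7 uM) → pin compounds or unlabeled HOX-A9 DNA control → 5 min ambient → add FLSN-HOX-A9 solution (50 nM) → spin → 30 min ambient → fluorescence polarization. Tris pH 7.5/NaCl/DTT/BSA buffer.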
# GALK inh = inhibitors of human galactokinase. hit rate 0.007% among 270,000. Purified GALK, Kinase-Glo residual ATP luminescence. Potency, µM (titrated, usually from 57.5 µM), for the others: top-dose activity change, negative = inhibition, usual class: inhibitors. P51570; further: potency means the concentration at half of the fitted maximal effect; on the % scale 0 is the no-effect control and ±100 the full control effect
#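 5 nM enzyme, 35 uM ATP, 100 uM galactose, 20 mM HEPES pH8.0, 5 mM MgCl2; 1 h RT; residual ATP by Kinase-Glo Plus luminescence, qHTS format.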
# hERG WT inh = inhibitors of human wildtype KCNH2 potassium channel. hit rate 0.37% among 340,000. activity change, % at 1.84 µM. U2OS, BacMam KCNH2, thallium flux FluxOr; hits give low values. Q12809;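 active means maximum activity change below -70%; inconclusive means maximum activity change between -70% and -50%; inactive means maximum activity change above -50%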; further: on the % scale 0 is the no-effect control and ±100 the full control effect
#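 U2OS cells transduced with wild-type KCNH2 virus are loaded with FluxOr dye for 45 min, and thallium flux is measured in kinetic reads before and after stimulation buffer. Rate constants are normalized to DMSO controls.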
# KCNH2 3.1 inh = inhibitors of human KCNH2 3.1 potassium channel isoform; activity change, % (tested at about 1.8 µM); U2OS KCNH2 3.1, thallium flux FluxOr; hits give low values; hit rate 0.95% among 340,000;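 active means maximum activity change below -70%; inconclusive means maximum activity change from -70% to -50%; inactive means maximum activity change above -50%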;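 further: thallium influx rate constant from kinetic fluorescence after stimulation buffer; on the % scale 0 is the no-effect control and ±100 the full control effect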
#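 Measured as rate of thallium-driven FluxOr signal in transduced U2OS cells carrying the 3.1 channel, read kinetically for 2 min upon stimulation; values are rate constants scaled to DMSO control wells.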
# The depositor's hits bear a star; i = inactive; ? = inconclusive; · = not tested or not shown; [ ] = remark or other dose. Unless noted, the call rests on the fitted dose curve; in most records, active means well fitted curve in the direction sought with a large enough effect; inconclusive means small, poorly fitted or top-dose-only effect, or another doubt; inactive means no such curve, though single readings can be large; an effect the other way counts as inactive or inconclusive. Outcome played no part in choosing rows; any-hit rate near 2%.
SMILES,MBNL1-CUG inh,Integrin act MD,ASM inhibitor,AT treatment,TRPV1 ag,Coupling enz,MLL CXXC-DNA inh,GALK inh,hERG WT inh,KCNH2 3.1 inh
CN(C)/C=C/C(=O)c1ccc(Oc2ccccc2)cc1,0%,4%,1%,2%,2,-1,-6%,-2%,i,-4
COCCNC(=O)CN(c1cc(C(F)(F)F)ccc1Cl)S(C)(=O)=O,11%,-15%,3%,2%,2,2,17%,8%,16,-6
CC(C)c1ccc(OCC(=O)NC(=S)Nc2ccc3c4c(cccc24)CC3)cc1,15%,-6%[7.66 µM],-8%,-1%,-3,-2,-6%,2%,-4,2
S=c1[nH]c(-c2ccccc2)cs1,-3%,19%,-2%,2%,2,1,7%,2%,-19,-2
COc1ccccc1-c1ccc(=O)n(CC(=O)Nc2ccc(C(=O)N3CCCC3)cc2)n1,6%,6%[7.66 µM],-6%,2%,-4,2,-3%,1%,30,0
CC(C)(C)OC(=O)N[C@@H](Cc1c[nH]c2ccccc12)c1nnc(SCC(N)=O)o1,-3%,2%[7.66 µM],5%,-2%,3,-6,4%,7%,-5,23
COc1ccccc1OC(C)C(=O)Nc1ccc(S(=O)(=O)N2CCN(C)CC2)cc1 (configuration not stated),-9%,-9%,-3%,1%,0,2,-5%,6%,-12,-1
O=C(NCC(c1ccco1)N1CCCCC1)c1cccc(S(=O)(=O)Nc2ccccc2Cl)c1 (configuration not stated),-2%,-5%,-1%,4%,2,·,-3%,2%,13,-1
Cc1cccc(NC(=S)Nc2cccc(C(F)(F)F)c2)n1,·,21%,-5%,-1%,-2,3,0%,0%,-40,-40
C=CCc1cccc2cc(C(=O)N3CCN(C(=O)c4ccccc4)CC3)c(=O)oc12,1%,-7%,-3%,11%,2,2,-18%,0%,-19,13
Cc1cccn2c(=O)c3cc(C(=O)NCCCn4ccnc4)n(C)c3nc12,?,-7%,i,?,2,3,?,-6%,-9,-16
CC(C)c1ccc(CN2CCC(C(=O)NCc3cccnc3)CC2)cc1,-5%,2%,0%,·,-11,-8,8%,-2%,18,6
CCOC(=O)c1ccc(N2C(=O)C(O)=C(C(C)=O)C2c2ccccc2)cc1 (configuration not stated),?,12%,1%,·,-1,13,3%,-3%,5,-29
COC(=O)C(COC(=O)c1c(F)cccc1F)NC(=O)c1c(F)cccc1F (configuration not stated),-6%,-38%,2%,-18%,3,1,11%,-2%,4,-10
O=C(COC(=O)c1ccccc1Br)NC1CCCC1,5%,0%,0%,4%,8,0,37%[activator],-1%,-8,6
Cc1nnc(SCC(=O)N2CCC(C(N)=O)CC2)s1,11%,8%,3%,-2%,-6,1,-3%,-3%,-2,-14
COC(=O)c1cc(OC)c(OC)cc1NC(=O)c1ccc(Br)o1,·,-4%,-4%,·,·,·,·,·,7,-16
CCc1ccc(NS(=O)(=O)c2cccc3nonc23)cc1,?,-34%,-4%,-4%,?,-1,12%,-1%,9,14
CCCC/C(C)=N\NC(=O)CNS(=O)(=O)c1ccc([N+](=O)[O-])cc1,?,6%,-1%,1%,-1,6,1%,-4%,-13,-3
O=C(COc1cc2oc(=O)c3c(c2cc1Cl)CCC3)NCC(O)c1ccccc1 (configuration not stated),7%,0%,-8%,6%,0,·,12%,-7%,6,-4
CC(C)OCCCNC(=S)Nc1ccc(S(N)(=O)=O)cc1,·,-5%,4%,·,1,-65*,11%,2%,4,-8
Cc1ccc2nsnc2c1NC(=O)c1sc2ccccc2c1Cl,·,17%,9%,6%,-2,1,20%,1%,4,-6
C/C(NCc1ccccc1)=C(\C#N)C(=O)NCc1ccccc1,2%,-4%,-6%,7%,9,4,-4%,0%,-3,2
CCCNC(=O)COC(=O)c1cc(C)nc2ccccc12,24%,?,-5%,1%,3,1,1%,14%,·,11
CCNc1nnc(SCC(=O)c2cc(C)n(C3CC3)c2C)s1,·,-1%,3%,-3%,2,·,·,·,-49,-7
O=C(NNC1=C(C(=O)C(F)(F)F)CCC1)c1ccccc1O,11%,-11%,5%,-3%,?,-2,6%,1%,4,0
Cc1ccc2c(=O)cc(C(=O)NCCc3ccc(S(N)(=O)=O)cc3)oc2c1C,10%,3%,-4%,23%,4,0,-7%,-2%,11,-2
O=C(Nc1cccc(S(=O)(=O)N2CCOCC2)c1)C1CCCCN1S(=O)(=O)c1ccccc1 (configuration not stated),·,0%,6%,4%,0,·,·,·,-5,-10
N#CC(C#N)=NNc1ccc(S(=O)(=O)N2CCCCC2)cc1,?,-22%,-14%,-5%,0,18,11%,-5%,2,1
COCCn1c(SCC(=O)Nc2ccc(C(C)=O)cc2)nnc1-c1ccco1,-1%,8%,14%,1%,-1,1,1%,-6%,-23,9
CC(C)OC(=O)CCNc1n[nH]c(=O)[nH]c1=O,-1%,0%,1%,0%,-2,1,5%,0%,4,8
CN(C)C(=O)CCC(=O)N1CCCC(C(=O)c2ccc(C(F)(F)F)cc2)C1 (configuration not stated),11%,16%,3%,0%,4,1,-2%,0%,12,27
CCOC(=O)c1c(NC(=O)COC(=O)Cn2cnc3ccccc32)sc(C)c1C,-10%,-11%,0%,0%,-1,1,-1%,0%,-3,6
O=C(Nc1cccc(C(F)(F)F)c1)C1CCN(S(=O)(=O)c2cccnc2)CC1,-7%,-5%,0%,3%,15,-1,-4%,2%,2,2
CCN(CC)CCCC(C)NC(=O)c1ccc(C(F)(F)F)cc1 (configuration not stated),·,12%,0%,7%,-4,0,20%,-1%,69,-3
COc1ccccc1NC(=O)C(C)OC(=O)c1cc2ccccc2[nH]1 (configuration not stated),·,-50%[inhibitor],-9%,0%,5,·,·,·,1,-10
O=C(NCc1ccc2c(c1)OCO2)c1ccc(=O)[nH]c1,-4%,6%,3%,5%,-1,0,0%,-5%,1,0
Cc1ccc(C(=O)N/N=C/c2cn(Cc3ccccc3)c3ccccc23)cn1,·,-11%,-12%,6%,·,0,-9%,0%,15,1
c1cc2nncn2nc1N1CCCC1,11%,1%,-1%,-4%,-3,0,-2%,2%,-6,2
CN(CCO)c1nc(NCc2ccccc2)c2cnn(C)c2n1,-1%,6%,0%,4%,-3,1,2%,7%,-20,7

# Of the compounds above, these contain a cyano group:
SMILES,MBNL1-CUG inh,Integrin act MD,ASM inhibitor,AT treatment,TRPV1 ag,Coupling enz,MLL CXXC-DNA inh,GALK inh,hERG WT inh,KCNH2 3.1 inh
C/C(NCc1ccccc1)=C(\C#N)C(=O)NCc1ccccc1,2%,-4%,-6%,7%,9,4,-4%,0%,-3,2
N#CC(C#N)=NNc1ccc(S(=O)(=O)N2CCCCC2)cc1,?,-22%,-14%,-5%,0,18,11%,-5%,2,1

# Continuation:
SMILES,MBNL1-CUG inh,Integrin act MD,ASM inhibitor,AT treatment,TRPV1 ag,Coupling enz,MLL CXXC-DNA inh,GALK inh,hERG WT inh,KCNH2 3.1 inh
Cc1ccccc1-c1cccc([C@@H]2C[C@H]3CN(Cc4cccnc4)C(=O)[C@]34CCCN24)c1,-8%,4%,6%,6%,5,5,-8%,0%,24,1
O=C(CN1C(=O)CSc2ccc(C(F)(F)F)cc21)Nc1ccccc1,1%,35%,-5%,-2%,11,4,4%,·,3,2
CCCN1C2CCCC1CC(NC(=S)Nc1cccc(C)c1C)C2 (configuration not stated),1%,-42%,4%,?,14,4,10%,-1%,15,-6
O=C(O)CCC1(C(=O)O)OCCc2ccccc21 (configuration not stated),-6%,-2%,1%,1%,-5,3,4%,2%,-3,5

# Ordered by value in TRPV1 ag (falling): some entries from above.
SMILES	TRPV1 ag
O=C(CN1C(=O)CSc2ccc(C(F)(F)F)cc21)Nc1ccccc1	11
Cc1ccccc1-c1cccc([C@@H]2C[C@H]3CN(Cc4cccnc4)C(=O)[C@]34CCCN24)c1	5
O=C(O)CCC1(C(=O)O)OCCc2ccccc21 (configuration not stated)	-5

# Part of the list above, with values under each structure:
# The line under a structure holds: MBNL1-CUG inh, Integrin act MD, ASM inhibitor, AT treatment, TRPV1 ag, Coupling enz, MLL CXXC-DNA inh, GALK inh, hERG WT inh, KCNH2 3.1 inh
Cc1ccccc1-c1cccc([C@@H]2C[C@H]3CN(Cc4cccnc4)C(=O)[C@]34CCCN24)c1
  -8%, 4%, 6%, 6%, 5, 5, -8%, 0%, 24, 1
O=C(CN1C(=O)CSc2ccc(C(F)(F)F)cc21)Nc1ccccc1
  1%, 35%, -5%, -2%, 11, 4, 4%, ·, 3, 2
CCCN1C2CCCC1CC(NC(=S)Nc1cccc(C)c1C)C2 (configuration not stated)
  1%, -42%, 4%, ?, 14, 4, 10%, -1%, 15, -6

# Bioassay records: PubChem BioAssay, National Center for Advancing Translational Sciences (NCATS)
